Screening results deposited in PubChem by The Scripps Research Institute Molecular Screening Center.
GPR151 activ: human GPR151 activation; Q8TDV0; PathHunter beta-arrestin GPR151 cells, luminescence; activation, % at 11.2 µM; 650,000 compounds, 1% hits; AID 1508602; in the data active means activation above about 4.9%;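 further: 0% = median of compound wells and 100% = cells with positive control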
Target sequence (Q8TDV0 whole entry, looked up): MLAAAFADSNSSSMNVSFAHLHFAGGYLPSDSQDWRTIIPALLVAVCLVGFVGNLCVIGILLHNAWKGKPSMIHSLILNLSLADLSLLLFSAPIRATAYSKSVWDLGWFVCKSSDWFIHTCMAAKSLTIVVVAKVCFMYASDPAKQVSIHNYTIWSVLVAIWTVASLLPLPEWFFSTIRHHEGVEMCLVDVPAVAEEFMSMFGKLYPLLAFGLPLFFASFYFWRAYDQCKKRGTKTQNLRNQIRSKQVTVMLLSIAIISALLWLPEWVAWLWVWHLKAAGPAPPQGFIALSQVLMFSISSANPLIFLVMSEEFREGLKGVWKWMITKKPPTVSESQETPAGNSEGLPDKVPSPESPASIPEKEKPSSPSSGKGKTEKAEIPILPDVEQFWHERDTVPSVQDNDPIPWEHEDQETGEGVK
FBW7 act: activators of human E3 ligase FBW7; Q969H0; AlphaScreen FBW7–phospho-cyclin E peptide binding, activator screen; normalized activity (activation), % at 26.1 µM; 650,000 compounds, 0.13% hits; in the data active means normalized activity above about 1.9%;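 further: purified mutant Fbw7 with reduced substrate affinity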
Target sequence (Q969H0 whole entry, looked up): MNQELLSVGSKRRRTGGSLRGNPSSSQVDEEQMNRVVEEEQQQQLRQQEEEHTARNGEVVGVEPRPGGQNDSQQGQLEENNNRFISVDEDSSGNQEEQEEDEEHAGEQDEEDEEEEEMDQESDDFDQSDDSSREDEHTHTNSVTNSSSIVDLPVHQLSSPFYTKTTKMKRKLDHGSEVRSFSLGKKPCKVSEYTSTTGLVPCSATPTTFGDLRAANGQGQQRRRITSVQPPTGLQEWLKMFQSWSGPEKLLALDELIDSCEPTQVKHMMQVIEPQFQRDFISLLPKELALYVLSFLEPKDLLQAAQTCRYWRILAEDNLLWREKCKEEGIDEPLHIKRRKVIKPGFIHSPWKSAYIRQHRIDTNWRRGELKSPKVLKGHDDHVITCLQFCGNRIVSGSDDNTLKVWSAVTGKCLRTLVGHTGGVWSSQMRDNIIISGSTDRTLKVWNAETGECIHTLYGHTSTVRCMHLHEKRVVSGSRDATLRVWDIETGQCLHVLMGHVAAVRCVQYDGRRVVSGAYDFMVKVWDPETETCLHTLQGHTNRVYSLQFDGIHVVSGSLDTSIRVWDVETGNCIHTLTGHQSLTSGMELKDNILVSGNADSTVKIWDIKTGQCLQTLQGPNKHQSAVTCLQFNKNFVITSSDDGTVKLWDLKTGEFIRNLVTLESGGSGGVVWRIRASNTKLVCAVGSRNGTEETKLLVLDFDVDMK
MITF primary: human MITF inhibition, primary screen; O75030; AlphaScreen MITF homodimerization, bead proximity signal; inhibition, % at 2.6 µM; 650,000 compounds, 0.91% hits; AID 1259374; in the data active means inhibition above about 50%;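 further: 0% = vehicle wells with protein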
TEAD-YAP block: TEAD-YAP interaction inhibition | HEK-TIYL cells, TEAD-Gal4/YAP UAS-luciferase luminescence | inhibition, % at 9.12 µM | 640,000 compounds, 1.4% hits | AID 1259422; in the data active means inhibition above about 32%;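 further: 0% = median of test compound wells and 100% = reference inhibitor wells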
Active calls of the source: *; & = joins results of further samples. The order is random, and some 3.5% of all compounds hit somewhere here.

SMILES	GPR151 activ	FBW7 act	MITF primary	TEAD-YAP block
O=S(=O)(NCC1COc2ccccc2O1)c1ccc(Cl)cc1 (centres undefined)	-0.4	0.2	2	-4
CCN(CC)c1nc(C)nc2sc(C(=O)N3CCC(Cc4ccccc4)CC3)c(C)c12	-0.1	0.1	-16	2
NS(=O)(=O)c1ccc(NC(=O)c2cccc(N3C(=O)CCC3=O)c2)cc1	1.2	0.0	2	1
CCCCNC(=O)c1ccc(OC)cc1OC	0.2	0.0	6	-7
O=C(CCCn1c(=O)[nH]c2cc(Cl)ccc2c1=O)NCCC1=CCCCC1	0.2	-0.1	-5	-7
COC(=O)C[C@H]1C(C)(C)[C@@H](OC(C)=O)[C@@H]2CC3C4CC(=O)O[C@@H](c5ccoc5)[C@]4(C)CCC3[C@@]1(C)C2=O (some centres undefined)	3.5	-0.1	2	-7
COc1cccc(C2C(C#N)=C(N)Oc3n[nH]c(-c4ccccn4)c32)c1 (centres undefined)	0.5	-0.8	12	0
COCC(=O)Nc1ccc2ccccc2c1	-1.3	-0.1	1	-67
CCCCCOc1ccc(C2Oc3ccccc3C3CC(c4ccc(OC)cc4)=NN32)cc1 (centres undefined)	-0.7	0.9	11	-53
COc1cccc(N2C(=O)NC(=O)/C(=C/c3c(OC)cc(OC)cc3OC)C2=O)c1	3.7	0.0	4	3
CCOc1cc(/C=C2/C(=N)N3N=C(C(C)C)SC3=NC2=O)ccc1OCCOc1ccccc1C	0.2	-0.1	1	17
C#CCn1nc(CC)n2c(cc3oc(C)cc32)c1=O	0.4	-0.1	-3	11
O=C(CN1CCOCC1)Nc1cccc(Br)c1	-0.9	-0.1	-4	-4
CN1CCN(CCCNC(=O)c2cn(-c3ccc(Cl)cc3)c(=O)c3ccccc23)CC1	-0.1	0.1	-4	7
O=C(N/N=C/c1ccc(Br)cc1)C1CC(=O)N(c2ccc(F)cc2)C1 (centres undefined)	-0.4	-0.1	12	7
CN(CCc1cnn(C)c1)Cc1ccccc1OCC(O)CN1CCc2ccccc2C1 (centres undefined)	1.6	0.2	-8	-6
N#Cc1ccccc1NC(=O)COC(=O)C1CCN(C(=O)Nc2ccccc2)CC1	-1.0	0.1	13	-5
O=C(CCc1nnc(Cc2cccc(C(F)(F)F)c2)o1)NC1CCCC1	-1.1	0.0	-3	-65
COc1cc(C(=O)/C=C/c2ccsc2)cc(OC)c1OC	-2.6	0.1	-3	8
Nn1nc(-c2ccccc2)nc1-c1ccccc1	-2.1	-0.1	-9	-66
CCC(C)Oc1ccc(/C=C2/NC(=O)N(CC(=O)Nc3cccc(C)c3)C2=O)cc1 (centres undefined)	0.5	-0.1	17	4
O=C(Nc1ncnc2c1CCC2)c1ccc2ccccc2c1	-2.6	0.8	26	-36
CCc1nnc(-c2cc3ccccc3n2Cc2cccc(F)c2)o1	-0.6	-0.1	-3	-6
Cc1cccc(CC(=O)NCCc2ccc3c(c2)CCCN3C)c1	1.0	-0.1	-3	5
O=C(CCc1nnc(Cc2ccc(-c3ccccc3)cc2)o1)NCc1cccnc1	0.9	0.0	5	12
SMILES	GPR151 activ	FBW7 act	MITF primary	TEAD-YAP block
O=C(c1ccccc1)c1ccc(=O)oc1	-0.1	0.1	11	0
O=C(CCS(=O)(=O)c1ccc(Cl)cc1)Nc1ccc2ccccc2c1	-1.0	0.0	-3	-1
CC(=O)CC1(O)C(=O)Nc2ccc(C)cc21 (centres undefined)	4.0	0.1	10	8
CC(=O)N/N=C/c1ccc(C(C)C)cc1	1.1	0.0	-7	-10
O=C(NCc1ccccc1)C1=CCN(S(=O)(=O)c2ccc(Br)cc2)CC1	1.1	-0.1	-2	-5
CCn1c(NC2CCCCC2)nc2ccccc21	1.0	0.4	19	9
CCc1cnc2c(c1OC)c(=O)n(CC)c(=O)n2C	2.1	0.7	3	-2
CCC(=O)NC(c1nnc2n1CCN(Cc1c(OC)cccc1OC)CC2)C(C)C (centres undefined)	-1.4	-0.1	-3	-1
CCOC(=O)c1ccccc1NC(=O)N1CCOc2ccc(Cl)cc21	-1.0	0.0	-10	-6
Fc1cccc(OCc2nnc3n2CCCCC3)c1	0.7	0.1	15	2
CCOc1ccc(NC(=O)Cc2ccc(NC3=NC4CS(=O)(=O)CC4S3)cc2)cc1 (centres undefined)	-1.7	0.2	10	3
COc1ccc(-n2c(COc3ccccc3C)nnc2SCC(N)=O)cc1	1.6	0.1	8	7
CC(=O)OCCN(CCOC(C)=O)c1ccc(C=O)cc1	0.3	0.1	2	13
Cc1ccc2nsnc2c1NC(=O)C(c1ccccc1)c1ccccc1	-1.1	0.3	14	5
C=CCOc1c(Br)cc(C2Nc3ccccc3-c3nnc(SC)nc3O2)cc1OCC (centres undefined)	1.6	0.3	5	-9
COc1cc(/C=C2/N=C(c3cccc([N+](=O)[O-])c3)OC2=O)cc(OC)c1OC(C)=O	-0.2	-0.1	1	-5
O=[N+]([O-])c1ccc(Oc2cccc3ccccc23)cc1	-0.2	0.3	0	0
COc1ccc(CCNc2nc(NCc3ccc4c(c3)OCO4)nc3cc(OC)c(OC)cc23)cc1	2.7	-0.2	-6	-3
COc1ccc(CCNC(=O)C2CC(=O)N(c3ccc(Br)cc3)C2)cc1OC (centres undefined)	0.5	0.3	5	2
CCOC(=O)CSc1nc2sc(C(=O)OCC)c(C)c2c(=O)n1Cc1ccccc1Cl	-0.1	-0.1	-5	-7
CCn1cnc2sc(C(=O)Nc3c(C)csc3C(=O)OC)c(C)c2c1=O	-0.3	-0.2	5	-11
Cc1ccc(Cn2cc(/C=C3/NC(=O)NC3=O)c3ccccc32)cc1	1.2	-0.1	7	-5
Cc1ccc2nc(C3CCN(CC(=O)Nc4nccs4)CC3)[nH]c2c1	0.4	0.2	-3	-1
COc1ccc2c(c1)CC(C(=O)Nc1ccc(-c3nn[nH]n3)cc1)CO2 (centres undefined)	1.8	0.1	12	8
O=C1NC(=S)N/C1=C\C=C\c1ccc([N+](=O)[O-])o1	2.1	-0.4	78*	89*
SMILES	GPR151 activ	FBW7 act	MITF primary	TEAD-YAP block
COc1ccc(S(=O)(=O)N2c3cccc4cccc(c34)S2(=O)=O)cc1	-0.4	0.1	5	6
COc1cc(Cl)c(C)cc1NC(=S)N(Cc1ccc(Cl)cc1)Cc1ccc(C(=O)O)cc1	1.1	-0.1	9	9
O=C(Nc1ccccc1Cl)N1CCc2nc(N3CCOCC3)[nH]c(=O)c2C1	-0.8	-0.2	6	3
CNC(=S)NNC(=O)c1ccc(O)cc1	-1.3	-0.4	-2	-2
Cc1ccc(-c2cc(C(F)(F)F)n3ncc(C(=O)NCc4cn(C)nc4C)c3n2)cc1	0.1	0.1	15	0
CS(=O)(=O)N(CC(=O)Nc1cccc([N+](=O)[O-])c1)C1CCCCC1	1.1	-0.4	-6	13
CCOc1cccc2cc(C(=O)Nc3cccc(-c4ccc(OC)nn4)c3)c(=O)oc12	0.2	0.5	16	3
c1ccc2[nH]c(CNc3nc(Nc4ccc(N5CCOCC5)cc4)nc4c3ncn4C3CCCCC3)nc2c1	-1.3	-0.1	13	-2
Cc1ccc(C)c(OCc2nc(-c3ccccc3)no2)c1	0.5	0.3	-18	-9
CC(=O)C1=NN(c2ccccc2)C(c2ccc(N(C)C)cc2)N1c1ccc(Cl)c(Cl)c1 (centres undefined)	-0.9	0.7	-21	-49
O=c1c2ccccc2nc(/C=C/c2ccc(O)cc2)n1CCCO	1.6	-0.2	-4	-12
O=C1NC(=O)N(c2cccc(Cl)c2)C(=O)/C1=C/c1ccc(O)c(Br)c1	-0.5	0.0	5	0
COc1cc(Nc2nc(Nc3ccc(N4CCOCC4)cc3)nc3c2ncn3-c2ccsc2)cc(OC)c1OC	-0.6	0.3	-3	22
COC(=O)c1sc(S(=O)(=O)N2CCC(C(=O)O)CC2)c(C(=O)OC)c1C	-1.5	0.0	-13	-3
COc1cc(-c2noc(-c3ccc([N+](=O)[O-])cc3)n2)cc(OC)c1OC	-1.2	-0.1	0	0
COc1ccccc1OCCCOc1ccccc1[N+](=O)[O-]	0.4	0.0	-1	-39
Cc1ccccc1N1C(=O)c2ccc(C(=O)OCc3cn4ccccc4c3C#N)cc2C1=O	0.4	0.0	-9	-5
O=C(Nc1cnn(CC(=O)N2CCCCC2c2ccccn2)c1)c1ccc2c(c1)OCO2 (centres undefined)	0.8	0.1	10	7
CC(=O)c1ccc(NC(=O)C2CC(Cl)=CCC2C(=O)O)cc1 (centres undefined)	-0.6	0.1	11	-1
CCCc1cnc2c(c1SCC(=O)c1ccc(Cl)cc1)c(=O)n(C)c(=O)n2C	-1.1	-0.3	-2	18
Cc1nc(SC(C)C(=O)Nc2ccccc2C(N)=O)n[nH]1 (centres undefined)	0.2	-0.1	10	-2
Cc1cc2[nH]c3c(=O)n(CCO)ncc3c2s1	0.9	0.1	0	2
CN(C)C(=O)c1ccc(CN2CCc3ccccc3C2)cc1	-0.6	-0.1	9	-7
Cc1nc(C)n(-c2ccc(Nc3nccc(-c4cc(F)cc(-c5cn[nH]c5C)c4)n3)cc2)n1	-0.2	0.2	7	21
C=CCn1c(=NC(=O)c2cccc(N3C(=O)CCC3=O)c2)sc2c3ccccc3ccc21	-0.3	0.1	-3	-5

Grouped by structure, the entries above with a Cl atom.
SMILES	GPR151 activ	FBW7 act	MITF primary	TEAD-YAP block
O=S(=O)(NCC1COc2ccccc2O1)c1ccc(Cl)cc1 (centres undefined)	-0.4	0.2	2	-4
O=C(CCCn1c(=O)[nH]c2cc(Cl)ccc2c1=O)NCCC1=CCCCC1	0.2	-0.1	-5	-7
CN1CCN(CCCNC(=O)c2cn(-c3ccc(Cl)cc3)c(=O)c3ccccc23)CC1	-0.1	0.1	-4	7
O=C(CCS(=O)(=O)c1ccc(Cl)cc1)Nc1ccc2ccccc2c1	-1.0	0.0	-3	-1
CCOC(=O)c1ccccc1NC(=O)N1CCOc2ccc(Cl)cc21	-1.0	0.0	-10	-6
CCOC(=O)CSc1nc2sc(C(=O)OCC)c(C)c2c(=O)n1Cc1ccccc1Cl	-0.1	-0.1	-5	-7
COc1cc(Cl)c(C)cc1NC(=S)N(Cc1ccc(Cl)cc1)Cc1ccc(C(=O)O)cc1	1.1	-0.1	9	9
O=C(Nc1ccccc1Cl)N1CCc2nc(N3CCOCC3)[nH]c(=O)c2C1	-0.8	-0.2	6	3
CC(=O)C1=NN(c2ccccc2)C(c2ccc(N(C)C)cc2)N1c1ccc(Cl)c(Cl)c1 (centres undefined)	-0.9	0.7	-21	-49
O=C1NC(=O)N(c2cccc(Cl)c2)C(=O)/C1=C/c1ccc(O)c(Br)c1	-0.5	0.0	5	0
CC(=O)c1ccc(NC(=O)C2CC(Cl)=CCC2C(=O)O)cc1 (centres undefined)	-0.6	0.1	11	-1
CCCc1cnc2c(c1SCC(=O)c1ccc(Cl)cc1)c(=O)n(C)c(=O)n2C	-1.1	-0.3	-2	18

Next part
SMILES	GPR151 activ	FBW7 act	MITF primary	TEAD-YAP block
CC1=C(C#N)C(=O)N(CCO)C(=O)/C1=C\c1ccc(-c2ccccc2)o1	0.7	-0.2	-6	-2
CN(C)CCCN(C(=O)c1cccs1)c1nc(-c2ccccc2)cs1	0.0	0.1	4	-18
Cc1cc(C(=O)Nc2cc(F)ccc2F)n(-c2ccccc2)n1	-0.4	-0.3	-7	0
O=C(Nc1ccccc1Cl)c1cc(F)ccc1[N+](=O)[O-]	0.2	0.2	11	80*
O=C(NCc1ccncc1)C(c1ccccc1)c1ccccc1	-0.7	-0.1	23	-1
CN(C(=O)/C=C/c1ccc([N+](=O)[O-])s1)c1ccccc1	-1.5	0.0	-3	6
O=[n+]1c2c(n([O-])c3c1CCCC3)CCCCC2	-2.2	0.5	21	0
Cn1ncc2c(N3CCN(Cc4ccccc4)CC3)ncnc21	-0.3	0.9	-1	-3
CCSc1nnc(NC(=O)[C@@H](NC(=O)OCc2ccccc2)[C@@H](C)CC)s1	4.6	-0.1	-13	0
O=c1oc(-c2cccc(-n3c(=O)c4ccccc4c4ccccc4c3=O)c2)nc2ccccc12	1.1	-0.1	-3	-2
CCCOc1ccc(C2C(C#N)=C(N)Oc3n[nH]c(C)c32)cc1OC (centres undefined)	-0.1	0.0	7	3
NCCCC(O)(P(=O)(O)O)P(=O)(O)O	0.2&2.2	-0.2&0.0	4&-7	4
CCCn1c(=O)c2c(nc3n(CCC)c(C)cn23)n(C)c1=O	1.8	0.0	9	8
CCOC(=O)C1CCCN(S(=O)(=O)c2ccc3c4c(cccc24)C(=O)N3CC)C1 (centres undefined)	0.0	0.1	-9	16
COC(=O)C1=C(O)C(C(=O)OC)C(c2ccccc2F)C(C#N)(C#N)C1c1ccc(C)cc1 (centres undefined)	-0.2	0.0	-13	0
O=C(NN1CCOCC1)c1ccc(C(=O)c2ccccc2)cc1	-0.5	0.1	4	-2
O=C(O)c1cc([N+](=O)[O-])nn1Cc1ccc(Cl)cc1	1.0	0.0	8	6
O=C(O)CC(NCc1ccco1)C(=O)Nc1ccc2ccccc2c1 (centres undefined)	0.5	0.0	-4	-2
COc1ccc(Cl)cc1NC(=O)NCc1cccnc1	0.1	0.1	5	3
COc1ccc2c(c1)CC(C(=O)Nc1ccc(-c3cn[nH]c3C)cc1OCc1ccccn1)CO2 (centres undefined)	-1.2	0.3	19	8
CCN(CC)CCN(C(=O)c1ccccc1C)c1nc2c(F)cccc2s1	-0.8	-0.2	5	-8

Another view of some results above.
> COc1ccc2c(c1)CC(C(=O)Nc1ccc(-c3cn[nH]c3C)cc1OCc1ccccn1)CO2 (centres undefined)
  GPR151 activ = -1.2; FBW7 act = 0.3; MITF primary = 19; TEAD-YAP block = 8
> CCN(CC)CCN(C(=O)c1ccccc1C)c1nc2c(F)cccc2s1
  GPR151 activ = -0.8; FBW7 act = -0.2; MITF primary = 5; TEAD-YAP block = -8
